PolyA inh: blocks polyadenylation in yeast reporter cells; calls only at 12 µM; S. cerevisiae SKY197-pL101 polyadenylation reporter, beta-gal luminescence; efflux-impaired pdr1/pdr3 knockout yeast; score 100 = 6 SD above DMSO; actives 0.02% (n = 300,000);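 active = lowest replicate activity score at least 50, where 100 means six control SD above control mean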;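 also: yeast exposed to compound for 9 h at 30 °C; higher score means more reporter readthrough which indicates perturbed polyadenylation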
KCNQ1 inh: human KCNQ1 channel inhibition | actives 1.3% (n = 310,000) | P51787 | CHO-K1 KCNQ1, FluxOR thallium flux fluorescence; hits give high values | B-score at 10 µM;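 active = compounds whose thallium flux B-score, printed positive for inhibition, exceeds three library SD while starting fluorescence stays within three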;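 also: channel opened by potassium depolarization with thallium stimulus after 20 min compound exposure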
TRPC4 block: blocks the mouse TRPC4 cation channel | Q9QUQ5 | HEK293 TRPC4beta/mu-opioid, DAMGO-evoked Fluo4 calcium flux; hits give low values | B-score at 10 µM | actives 0.39% (n = 300,000) | AID 2247;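 active = B-score over 3 SD under the library average, no early fluorescence shift, positive overall ratio signal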
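Assay system: HEK293 cells with stable TRPC4beta plus mu-opioid receptor expression; Probe or stimulus: DAMGO in two steps, submaximal then maximal; Dosing: single-point compound dosing; Measured by: Fluo4 calcium-dye fluorescence, kinetic read; Read-out basis: B score from integrated Fluo4 fluorescence ratio.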
Platelet DG rel: platelet dense granule release activity | AID 1663 | actives 0.22% (n = 300,000) | human platelet-rich plasma, SFLLRN dense granule ATP release, luminescence | inhibition, %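 (compounds screened at 7.5 µM in platelet-rich plasma)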;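 active = mean replicate score, as percent of positive control, at or above 50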
hERG rescue: shields human hERG channel from block by proarrhythmic agents; Q12809; activation (rescue from dofetilide block), less the hit threshold, % at 10 µM; CHO-hERG, FluxOR thallium flux, dofetilide IC70 present; actives 0.51% (n = 310,000);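 active = activation above the mean of controls blocked by dofetilide plus 5 SD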;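 also: thallium influx through hERG after potassium depolarization seen as dye fluorescence rise; in these data hits start at about 4.7%; inactives centre near -7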
KCNK3 block: human KCNK3 channel inhibition, primary screen. O14649. CHO-KCNK3 thallium flux, FluxOR fluorescence; hits give low values. B-score at 10 µM. actives 0.84% (n = 340,000);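 active = B-score under library mean minus 4 SD, starting fluorescence ratio at most library mean plus 5 SD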;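 also: more negative B-score means stronger inhibition of thallium flux through KCNK3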
Target sequence (O14649 whole entry, looked up): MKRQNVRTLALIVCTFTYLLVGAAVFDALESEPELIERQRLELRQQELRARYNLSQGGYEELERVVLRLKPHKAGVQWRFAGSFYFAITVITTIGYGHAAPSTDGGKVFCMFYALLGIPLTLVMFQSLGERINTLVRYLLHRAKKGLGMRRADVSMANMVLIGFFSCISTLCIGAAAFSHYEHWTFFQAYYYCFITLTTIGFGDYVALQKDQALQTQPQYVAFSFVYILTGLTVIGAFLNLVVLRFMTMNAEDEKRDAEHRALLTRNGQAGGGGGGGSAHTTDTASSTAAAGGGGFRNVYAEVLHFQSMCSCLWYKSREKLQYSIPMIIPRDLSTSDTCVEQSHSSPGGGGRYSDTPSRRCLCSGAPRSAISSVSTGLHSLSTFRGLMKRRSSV
KCNQ1 act: potentiators or activators of human KCNQ1 potassium channel. P51787. CHO-K1 KCNQ1, thallium flux FluxOR fluorescence; hits give high values. B-score at 10 µM. actives 0.35% (n = 310,000). AID 2648;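 active = fluorescence ratio B-score, a plate-corrected score, at least three library SD, with initial intensity B-score within 5 SD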
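Material: CHO-K1 cells stably expressing KCNQ1. Medium: assay buffer for compound exposure, DMSO matched across wells. Reagent: K+/Tl+ depolarizing stimulus. Compound dosing: single-concentration screen. Times: 37 °C overnight plating, 90-min dark dye load, 20-min compound pretreatment. Technique: FluxOR Tl+ flux fluorescence.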
DYRK1A inh: inhibitors of rat Dyrk1A kinase. Q63470. ADP-Glo luminescence, NFATc1 peptide. inhibition, % at 12.5 µM. actives 0.43% (n = 310,000). AID 504441; in the data active = inhibition above about 50%;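 also: plate controls were vehicle with enzyme for no effect and no enzyme for full effect; many of its hits are not listed in these tables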
TRPC4 PAM: allosterically enhances the mouse TRPC4 cation channel | HEK293 TRPC4beta/mu-opioid, DAMGO EC20, Fluo-4 Ca2+ flux; hits give high values | B-score at 10 µM | actives 0.42% (n = 310,000);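 active = B-score of calcium response area above 5 SD of library B-scores, with initial fluorescence ratio within 5 SD of library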;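 also: B-score of integrated fluorescence ratio over time as area under calcium response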
TRPC4 act: opens the mouse TRPC4 cation channel; AID 2237; HEK293 TRPC4beta/mu-opioid, Fluo4 calcium fluorescence; hits give high values; B-score at 10 µM; actives 0.49% (n = 310,000);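 active = B-score above 5 SD of library B-scores, and initial fluorescence ratio not above library mean plus 5 SD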;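 also: positive B-score marks a calcium rise read as TRPC4 activation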
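system = HEK293 cells stably co-expressing mouse TRPC4beta and mu-opioid receptor | schedule = Fluo4 dye loading 45 min at room temperature, 110 s recording | measure = B-scored integrated calcium fluorescence ratio | signal = Fluo4 calcium-sensitive dye fluorescence, kinetic, 1 Hz baseline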
KCNK9 inh: inhibitors of human KCNK9 two-pore domain potassium channel | Q9NPC2 | HEK293 KCNK9, FluxOR thallium flux fluorescence; hits give low values | B-score at 10 µM | actives 1.2% (n = 310,000);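 active = ratio B-score over 3 SD below the library mean, with starting fluorescence within 5 SD of its mean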;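 also: negative B-score means less thallium flux so channel inhibition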
Target sequence (Q9NPC2 whole entry, looked up, the tested form may be a part): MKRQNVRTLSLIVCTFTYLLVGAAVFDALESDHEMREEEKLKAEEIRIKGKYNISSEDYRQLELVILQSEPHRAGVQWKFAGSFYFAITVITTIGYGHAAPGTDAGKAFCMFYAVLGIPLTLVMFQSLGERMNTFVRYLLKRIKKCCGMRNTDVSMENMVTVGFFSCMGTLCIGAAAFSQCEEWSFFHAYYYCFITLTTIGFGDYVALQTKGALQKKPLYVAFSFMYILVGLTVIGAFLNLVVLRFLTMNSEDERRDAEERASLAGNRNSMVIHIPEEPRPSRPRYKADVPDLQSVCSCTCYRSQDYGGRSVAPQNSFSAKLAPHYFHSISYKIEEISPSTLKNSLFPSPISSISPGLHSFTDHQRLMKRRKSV
The depositor's hits bear a star; i = inactive; · = no result given.

SMILES	PolyA inh	KCNQ1 inh	TRPC4 block	Platelet DG rel	hERG rescue	KCNK3 block	KCNQ1 act	DYRK1A inh	TRPC4 PAM	TRPC4 act	KCNK9 inh
COc1cc(NS(=O)(=O)c2ccc(NC(C)=O)cc2)nc(OC)n1	i	i	i	2	-12	i	i	1	i	i	i
C=C(C)CC1Nc2ccccc2NC1CC(=C)C (stereo not given)	i	i	i	-2	-16	i	i	4	i	i	i
COc1cc(CN2CCN(C(O)(c3ccccc3)c3ccccc3)CC2)cc(OC)c1OC	i	i	i	-2	-6	i	i	-9	i	i	i
O=C(CSc1ccc2nnc(-c3cccnc3)n2n1)NCc1ccc2c(c1)OCO2	i	i	i	8	-7	i	i	-4	i	i	i
COc1c(-c2ccc([N+](=O)[O-])cc2[N+](=O)[O-])c(=O)n(C)c(=O)n1C	i	i	i	3	-4	i	i	0	i	i	i
CCCNC(=O)c1ccc2c(=O)c(O)c(-c3ccsc3)[nH]c2c1	i	i	i	0	-4	i	i	3	i	i	i
O=[N+]([O-])c1cc(S(=O)(=O)C(F)(F)F)ccc1Sc1nc2ccccc2s1	i	i	i	-3	-8	i	i	-8	i	i	i
CS(=O)(=O)c1nc(-c2ccco2)cc(C(F)(F)F)n1	i	7*	i	6	-25	·	i	·	i	i	i
O=C(CSc1cccc2cccnc12)OCC(=O)c1ccccc1	i	i	i	-1	-6	i	i	-2	i	i	i
CC1CCCN(C(=O)CN(C)S(=O)(=O)c2ccc3c(c2)c(=O)n(C)c(=O)n3C)C1 (stereo not given)	i	i	i	-14	-9	i	i	0	i	i	i
CCc1nnc(SCC(=O)NCCC2=CCCCC2)nc1CC	i	i	i	-1	-7	i	i	0	i	i	i
COc1ccc(S(=O)(=O)N2CCCC2)cc1C(C)C	i	i	i	-2	-3	i	i	-1	i	i	i
FC(F)Oc1ccc(NC(=S)NCc2ccccc2)cc1Cl	i	i	i	0	-11	i	i	0	i	i	i
O=C(Oc1ccc2c3c(c(=O)oc2c1)CCCC3)c1ccco1	i	i	i	-40	-13	i	i	14	i	i	i
Cc1ccccc1NC(=O)CSc1nc(N)c2c3c(sc2n1)CSC(C)(C)C3	i	i	i	43	-5	i	i	-6	i	i	i
CN(CCO)CCC(=O)NC1(C)CS(=O)(=O)CC1S(=O)(=O)O (stereo not given)	i	i	i	1	-13	i	i	1	i	i	i
Cc1cc(NC(=O)CSc2nc3c(cc2C#N)CCCCC3)no1	i	i	i	9	-6	i	i	6	i	i	i
Cc1ccccc1Cc1c(C)nc2ncnn2c1C	i	i	i	13	-7	i	i	3	i	i	i
CN(Cc1ccccc1)c1ccc([N+](=O)[O-])cc1C(=O)O	i	i	i	5	-5	i	i	10	i	i	i
O=C(Nc1ccc(S(=O)(=O)N2CCOCC2)cc1)c1cccc(Br)c1	i	i	i	2	-9	i	i	24	i	i	i
Cc1cc(C)nc(N2CCCC(CCC(=O)NCc3ccc(F)c(F)c3)C2)n1 (stereo not given)	i	i	i	-2	-8	i	i	0	i	i	i
Cc1ccc(-n2c(C)nn(CC#N)c2=O)cc1	i	i	i	5	-10	i	i	0	i	i	i
CCC/C(O)=C1\C(=O)CCCC1=NCCCCCC(=O)O	i	i	i	-19	0	i	i	0	i	i	i
CCCC1C(C(=O)OCC)=C(C)NC(C)=C1C(=O)OCC	i	i	i	-3	-1	i	i	6	i	i	i
C/C=C1\COC(C(=O)NCCCN2CCCC2=O)(C(F)(F)F)C=C1C=C(C)C (stereo not given)	i	i	i	0	-8	i	i	0	i	i	i

Reprinted at random: 4 records from the list, in no set order.
SMILES	PolyA inh	KCNQ1 inh	TRPC4 block	Platelet DG rel	hERG rescue	KCNK3 block	KCNQ1 act	DYRK1A inh	TRPC4 PAM	TRPC4 act	KCNK9 inh
CCc1nnc(SCC(=O)NCCC2=CCCCC2)nc1CC	i	i	i	-1	-7	i	i	0	i	i	i
COc1cc(CN2CCN(C(O)(c3ccccc3)c3ccccc3)CC2)cc(OC)c1OC	i	i	i	-2	-6	i	i	-9	i	i	i
CCC/C(O)=C1\C(=O)CCCC1=NCCCCCC(=O)O	i	i	i	-19	0	i	i	0	i	i	i
CCCNC(=O)c1ccc2c(=O)c(O)c(-c3ccsc3)[nH]c2c1	i	i	i	0	-4	i	i	3	i	i	i

(cont.)
SMILES	PolyA inh	KCNQ1 inh	TRPC4 block	Platelet DG rel	hERG rescue	KCNK3 block	KCNQ1 act	DYRK1A inh	TRPC4 PAM	TRPC4 act	KCNK9 inh
CCOCCCNC(=O)C(c1ccc(Cl)cc1)N1CCC2(CC1)OCCO2 (stereo not given)	i	i	i	7	8.6*	i	i	-8	i	i	i
O=C(NCC1CCCO1)C(=Cc1cccc([N+](=O)[O-])c1)C(=O)NCC1CCCO1 (stereo not given)	i	i	i	-4	-9	i	i	1	i	i	i
Nc1cccc2nsnc12	i	i	i	7	-13	i	i	-1	i	i	i
O=C(O)CCCNC(=O)CCCn1nnc2ccccc2c1=O	i	i	i	1	-18	i	i	-6	i	i	i
CCN(Cc1ccccc1)S(=O)(=O)c1cc(C(=O)O)ccc1OC	i	i	i	-1	-14	i	i	·	i	i	i
C=CCNC(=O)CN1CCC(n2c(C)nc3cc(C(F)(F)F)ccc32)CC1	i	i	i	0	-17	i	i	1	i	i	i
CCC(CC)NC(=O)c1cc(OC)c(OC)cc1[N+](=O)[O-]	i	i	i	-1	-6	i	i	3	i	i	i
Cc1[nH]c(=O)c(C#N)c(C)c1Cl	i	i	i	-1	-6	i	i	2	i	i	i
CN(C)CCCNc1ncc(C(F)(F)F)cc1Cl	i	i	i	0	-11	i	i	2	i	i	i
CC(C)N1CCC(n2nccc2NC(=O)c2ccc3c(c2)OCO3)CC1	i	i	i	10	-12	i	i	-6	i	i	i
O=C(Cc1ccccc1)NNc1c2ccccc2nc2ccccc12	i	i	i	3	-10	i	i	21	i	i	i
Cc1cc(N)n(Cc2ccc(Cl)cc2)n1	i	i	i	4	1	i	i	-2	i	i	i
O=C(Nc1ccc2c(c1)C(=O)NC2=O)c1ccc2ncsc2c1	i	i	i	-3	-5	i	i	1	i	i	i
CCN(CC)CCn1c2c(c(SCC(=O)Nc3nc4ccccc4s3)nc1=O)CCCC2	i	i	i	9	-19	i	i	21	i	i	i
CC1CCN(CC(O)COc2cccc(F)c2)CC1 (stereo not given)	i	i	i	35	0	i	i	-11	i	i	i
Cc1cc(=O)oc2cc(OCc3ccc(C(=O)N4CCN(c5ccc([N+](=O)[O-])cc5)CC4)cc3)ccc12	i	i	i	1	-10	i	i	2	i	i	i
Cc1ccc(NC(=O)c2ccc(S(=O)(=O)N3CCOCC3)cc2)nc1	i	i	i	-4	-16	i	i	7	i	i	i
Cc1cccc(N(C(=O)CNC(=O)c2ccco2)C(C(=O)NC2CCCCC2)c2cccnc2)c1 (stereo not given)	i	i	i	2	-3	i	i	1	i	i	i
COCC(C)NC(=O)C(C)Oc1ccccc1 (stereo not given)	i	i	i	9	-9	i	i	-3	i	i	i
O=C(NCc1ccco1)NC12CC3CC(CC(C3)C1)C2	i	i	i	1	-9	i	i	7	i	i	i
CC(C)Cc1cc(C(=O)O)c2ccccc2n1	i	i	i	3	-7	i	i	6	i	i	i
Cc1c(N(C)C(=O)COc2ccc3ccccc3c2)c(=O)n(-c2ccccc2)n1C	i	i	i	-1	-9	i	i	0	i	i	i
CCOC(=O)N/N=C(\C)c1ccc(C)o1	i	i	i	6	-2	i	i	4	i	i	i
CSCC[C@H](NC(=O)N1CCn2c1nc1ccccc12)C(=O)NCc1ccc2c(c1)OCO2	i	i	i	-4	-12	i	i	0	i	i	i
C=CCOc1ccc(/C(CC)=N/O)cc1OC	i	i	i	-3	-6	i	i	7	i	i	i
(next part)
SMILES	PolyA inh	KCNQ1 inh	TRPC4 block	Platelet DG rel	hERG rescue	KCNK3 block	KCNQ1 act	DYRK1A inh	TRPC4 PAM	TRPC4 act	KCNK9 inh
COCC(=O)NNC(=O)Cc1ccc(Cl)cc1	i	i	i	1	-12	i	i	-60	i	i	i
Cc1ccccc1OCCNC(=S)Nc1ccccc1	i	i	i	0	-8	i	i	3	i	i	i
O=C(Nc1ccc2c(c1)OCO2)C1CCCN1C(=O)Nc1cccc(F)c1 (stereo not given)	i	i	i	3	-5	i	i	-2	i	i	i
COc1ccc(C2C(C#N)=C(N)Oc3n[nH]c(C)c32)cc1Cn1cc([N+](=O)[O-])cn1 (stereo not given)	i	i	i	-3	-13	i	i	-5	i	i	i
O=S(=O)(CCc1ccncc1)Cc1ccc2c3c(cccc13)CC2	i	i	i	-3	-1	i	i	1	i	i	i
CC(=O)Oc1cccc(C(=O)Nc2ccccc2NC(=O)c2cccc(OC(C)=O)c2)c1	i	i	i	-2	-7	i	i	0	i	i	i
COCCCNC(=O)c1ccc2nc3ccccc3c(=O)n2c1	i	i	i	-3	-7	i	i	23	i	i	i
CCCSC1=NN2CCCC(=O)N=C2S1	i	i	i	4	-3	i	i	-5	i	i	i
O=C(Nc1ccccc1)O/N=C/c1ccc(F)cc1	i	i	i	-1	-3	i	i	2	i	i	i
O=C(O)c1ccccc1C(=O)N1CCN(c2cccc(Cl)c2)CC1	i	i	i	10	-7	i	i	·	i	i	i
Cc1ccc(N(CC(=O)N/N=C/c2ccco2)S(=O)(=O)c2ccccc2)cc1	i	i	i	-1	-8	i	i	0	i	i	i
CN1C(=O)N(c2ccc(Cl)cc2)C(C)(O)CC1(C)C (stereo not given)	i	i	i	3	-5	i	i	-7	i	i	i
O=S(=O)(Nc1ccc(-c2csc(-c3ccccc3)n2)cc1)c1ccccc1	i	i	i	2	-10	i	i	-7	i	i	i
COc1ccc(-c2ccc(-c3noc(C4CCCCC4)n3)c(OC)n2)cc1	i	i	i	3	-3	i	i	2	i	i	i
Cc1nn(-c2ccc(N3CCOCC3)nn2)c(C)c1CCC(=O)Nc1ccc(F)cc1	i	i	i	1	-6	i	i	-5	i	i	i
Cc1ccc(C2(c3noc(CN(C)CC4CCCCO4)n3)CCCC2)cc1 (stereo not given)	i	i	i	-7	-6	i	i	-1	i	i	i
O=C(CS(=O)(=O)Cc1ccccc1)NCc1ccc2c(c1)OCO2	i	i	i	-1	-4	i	i	3	i	i	i
C=CCn1c(=O)c2c(nc3n2CC(C)CN3c2cccc(OC)c2)n(C)c1=O (stereo not given)	i	i	i	5	-7	i	i	-1	i	i	i
Cc1ccc(S(=O)(=O)N2CCSC2C(=O)O)cc1 (stereo not given)	i	i	i	3	-18	i	i	2	i	i	i

This is a subset. The share of hits here may be higher or lower than overall.
